# From PubChem BioAssay
# GRK2 inh = blocks RNA aptamer binding to human GRK2. bead flow cytometry, FAM-aptamer displacement from GRK2. inhibition of aptamer binding, % at 10 µM. hit rate 0.59% among 330,000;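 active = inhibition of aptamer binding above 40%, roughly 3 SD of noise, on plates passing a quality check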;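 also: median bead fluorescence of bound FAM aptamer so fluorescent compounds give negative values; no value below 0 was filed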
# VLA-4 inh = inhibition in a human VLA-4 binding assay | P13612 | VLA-4 expressing cells, ligand binding flow cytometry | inhibition, % (about 7 µM as worked out from the volumes in the protocol) | hit rate 0.2% among 330,000 | AID 2557; in the data active = inhibition above about 50%
# Target sequence (P13612 whole entry, looked up): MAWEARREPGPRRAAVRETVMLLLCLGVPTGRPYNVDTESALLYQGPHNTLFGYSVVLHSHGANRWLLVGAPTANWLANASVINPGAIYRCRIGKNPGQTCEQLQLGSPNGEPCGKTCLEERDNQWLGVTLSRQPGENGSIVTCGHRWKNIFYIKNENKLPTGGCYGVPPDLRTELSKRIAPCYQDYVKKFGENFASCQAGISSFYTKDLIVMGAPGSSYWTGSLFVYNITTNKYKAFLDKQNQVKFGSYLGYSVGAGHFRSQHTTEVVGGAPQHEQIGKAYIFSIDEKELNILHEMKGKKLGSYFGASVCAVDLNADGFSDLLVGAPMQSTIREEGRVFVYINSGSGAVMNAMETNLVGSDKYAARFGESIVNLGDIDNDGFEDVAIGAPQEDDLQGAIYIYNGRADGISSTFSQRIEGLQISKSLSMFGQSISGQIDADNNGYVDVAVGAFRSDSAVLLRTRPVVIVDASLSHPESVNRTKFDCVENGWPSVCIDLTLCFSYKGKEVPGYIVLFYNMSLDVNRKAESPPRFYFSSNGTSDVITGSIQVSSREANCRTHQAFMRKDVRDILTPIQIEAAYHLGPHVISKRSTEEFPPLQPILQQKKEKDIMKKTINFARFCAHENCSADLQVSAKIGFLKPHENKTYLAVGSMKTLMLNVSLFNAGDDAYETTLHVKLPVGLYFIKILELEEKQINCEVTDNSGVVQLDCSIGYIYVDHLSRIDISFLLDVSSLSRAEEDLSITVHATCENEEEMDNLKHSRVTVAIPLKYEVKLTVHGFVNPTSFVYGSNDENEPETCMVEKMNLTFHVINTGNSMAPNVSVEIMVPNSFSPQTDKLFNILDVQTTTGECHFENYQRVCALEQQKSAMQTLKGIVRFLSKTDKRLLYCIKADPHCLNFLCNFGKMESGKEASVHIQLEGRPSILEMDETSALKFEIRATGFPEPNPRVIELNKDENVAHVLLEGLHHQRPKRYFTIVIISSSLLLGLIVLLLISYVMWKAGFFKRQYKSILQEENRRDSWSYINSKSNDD
# MEP2-GFP yeast = modulators of TOR pathway MEP2-GFP in S. cerevisiae; S. cerevisiae MEP2-GFP strain, flow cytometry GFP, 3 h; 100% = DMSO control level; GFP response vs DMSO, % at 10 µM; hit rate 0.51% among 330,000;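 active = GFP response versus DMSO above a set limit, roughly screen mean plus 3 SD, cut at about 180% in these data; inconclusive = fewer than 70 cells counted for a yeast strain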;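 also: median GFP fluorescence of the barcode-gated MEP2-GFP cells per well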
# RPL19A TOR yeast = modulators of TOR pathway RPL19A-GFP in S. cerevisiae; S. cerevisiae RPL19A-GFP strain, flow cytometry, 3 h; active compounds read low; percent response vs DMSO, % at 10 µM; hit rate 0.3% among 330,000; AID 2025;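 active = percent response vs DMSO below 50%; inconclusive = fewer than 70 events counted for the yeast strain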;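 also: median channel GFP fluorescence of the barcoded RPL19A-GFP strain; ratio of sample median GFP to plate DMSO average so 100% = DMSO; lower means less RPL19A-GFP as with rapamycin TOR inhibition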
# GASC-1 inh = inhibitors of human GASC-1 (JMJD2C) demethylase | Q9H3R0 | GST-JMJD2C(1-420) H3K9me3 demethylation, DELFIA europium | inhibition, % at 2.35 µM | hit rate 0.069% among 330,000;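 active = more than half of a compound's replicate wells show inhibition beyond 50%, single wells judged on their own value; inconclusive = some, but no more than half, of replicates pass 50% inhibition; inactive = no replicate passes 50% inhibition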;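 also: signal counts dimethyl H3K9 product captured on neutravidin plate; 0% = median of DMSO wells and 100% = 0.3 times that DMSO median; strong numbers were not always called active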
# LAP4-GFP MLPCN = modulators of TOR pathway LAP4-GFP in S. cerevisiae; S. cerevisiae LAP4-GFP multiplex, flow cytometry GFP, 3 h; median GFP as percent of DMSO wells; GFP response vs DMSO, % at 10 µM; hit rate 0.34% among 320,000; AID 2023;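 active = GFP response vs DMSO above a set limit, about the screen mean plus 3 SD, cut at about 150% in these data; inconclusive = under 70 cell events counted for the yeast strain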
# AGP1-GFP MLPCN = yeast TOR pathway AGP1-GFP modulation; S. cerevisiae AGP1-GFP multiplex flow cytometry, 3 h; GFP as percent of DMSO wells; hit rate 0.02% among 320,000; AID 2066; GFP response vs DMSO, % at 10 µM;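 active = GFP response relative to DMSO above a set limit, near screen average plus 3 SD, cut at about 150% in these data; inconclusive = fewer than 70 cells counted for the yeast strain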;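 also: median GFP channel fluorescence of the gated AGP1 strain per well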
# CIT2-GFP yeast = alters CIT2-GFP fluorescence in TOR pathway yeast screen | hit rate 0.065% among 320,000 | S. cerevisiae CIT2-GFP strain, flow cytometry, 3 h; 100 means same as DMSO wells | GFP response vs DMSO, % at 10 µM;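 active = GFP response relative to DMSO above a set limit, near the screen mean plus 3 SD, cut at about 150% in these data; inconclusive = Fewer than 70 cells measured for a yeast strain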;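 also: ratio of well median GFP fluorescence to mean of DMSO wells on the plate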
# The depositor's hits bear a star; ? = inconclusive; . = no result given; [ ] = another dose, or the depositor's remark.
item	smiles	GRK2 inh	VLA-4 inh	MEP2-GFP yeast	RPL19A TOR yeast	GASC-1 inh	LAP4-GFP MLPCN	AGP1-GFP MLPCN	CIT2-GFP yeast
1	COc1ccc(NC(=S)Nc2cccc(S(=O)(=O)N3CCCCC3)c2)cc1	3	0	259*[may fluoresce violet]	23*[may fluoresce violet]	4	54[may fluoresce violet]	?	?
2	NS(=O)(=O)c1ccc(Sc2nc3ccccc3s2)c([N+](=O)[O-])c1	2	-3	113	99	1	128	109	110
3	CCOC(=O)c1ccc(NC(=O)c2ccco2)cc1	0	2	112	103	0	106	103	103
4	CC(C)/C=N/NC(=O)c1cccc(N2CCCC2=O)c1	0	-19	102	102	5	106	98	100
5	COc1ccccc1CNC(=O)CN1C(=O)NC(C)(c2ccc(C(C)(C)C)cc2)C1=O (centres undefined)	0	22	101	96	58	104	106	104
6	Nc1nnnn1CC(=O)OCc1cccc(Br)c1	0	0	102	101	-4	100	104	107
7	CCOC(=O)c1c(C)[nH]c(C(=O)OCC(=O)Nc2cc(C)nn2-c2ccccc2)c1C	1	1	85	82	-3	93	87	84
8	O=C(CN1C(=O)c2ccccc2S1(=O)=O)NC1CCCCC1	0	-3	102	95	0	97	97	101
9	COc1cc(OC)cc(C(=O)NC2CCN(CC(=O)Nc3cccc4ccccc34)CC2)c1	0	7	99	97	4	94	94	103
10	Cc1ccc(S(=O)(=O)N2CCCCC2CCNC(=O)C(=O)NCCc2ccco2)cc1 (centres undefined)	3	4	111	106	7	107	110	107
11	Cc1ccc(OCc2nnc(SCCN3CCOCC3)n2C)cc1	0	-1	98	98	4	103	97	98
12	CCC(=O)NCCn1ccc2ccccc21	1	-17	107	101	1	103	102	124
13	COc1cc(/C=C2\SC(=S)N(NS(=O)(=O)c3ccc(C)cc3)C2=O)ccc1O	0	-6	108	92	5	96	96	95
14	COc1ccc(N2CCN(C(=O)CC(C)S(=O)(=O)c3ccc4c(c3)NC(=O)CO4)CC2)cc1 (centres undefined)	5	-1	97	97	11	98	99	97
15	Cc1ccc(NC(=O)CSc2ccc(-c3ccco3)nn2)c(C)c1	4	3	104	98	8	101	94	93
16	COC(=O)C1=NNC(C(=O)c2ccco2)C1c1ccccc1 (centres undefined)	7	-3	106	104	7	118	111	108
17	Brc1ccccc1OCCCCCN1CCCC1	0	2	108	104	-8	107	100	103
18	COCCNC(=O)C(c1ccc(F)cc1)N(Cc1ccccc1)C(=O)CCC(=O)Nc1ccccn1 (centres undefined)	3	-1	98	99	1	87	94	95
19	Cc1cc(NC(=O)Cn2nc(C(F)(F)F)c3c2CCC3)n(-c2ccccc2)n1	1	9	102	102	5	100	105	101
20	COc1ccc(Cl)cc1N1C(=N)SCC1=O	0	0	108	100	0	98	99	99
21	Cn1c(COc2cccc3ccccc23)nnc1SCC(=O)OC1CCCCC1	0	7	99	100	-4	104	98	98
22	CC(C)(C)C(=O)NC(=S)Nc1ccc(F)cc1	0	7	92	96	-3	101	91	86
23	Cc1ccccc1NC(=O)CCC(=O)N/N=C/c1c[nH]c2ccccc12	0	7	103	106	-4	92	99	103
24	Cc1nccc(-c2ccc(-n3c(C)ccc3C)cc2)n1	0	1	90	96	-1	96	89	96
25	CN(CC(=O)Nc1ccccn1)S(=O)(=O)c1ccc(Cl)cc1	2	-2	99	100	-4	106	98	104
26	O=C(N/N=C/c1ccccn1)c1ccc(Cl)cc1	4	6	101	96	5	99	93	102
27	CN(C)CCn1c(=O)n(C2CCCCC2)c(=O)c2c3c(sc21)CCCCC3	0	4	99	100	-3	97	102	95
28	CCN(CC)CCNC(=O)C(=O)Nc1cc2c3c(c1)CCN3C(=O)CC2	4	-7	107	100	-4	112	106	110
29	COc1ccc(OC)c(/C=C2\SC(N3CCCC(C)C3)=NC2=O)c1 (centres undefined)	0	3	108	103	-1	93	100	101
30	CCCCNC(=O)NNC(=O)C1CC1(c1ccccc1)c1ccccc1 (centres undefined)	1	-5	108	106	-1	99	99	99
31	O=C(Nc1nccs1)C1Cc2ccccc2CN1S(=O)(=O)c1ccc(F)cc1 (centres undefined)	2	4	104	100	0	89	105	104
32	N#C/C(C(=O)Oc1ccccc1)=C1\C=CC=CN1	2	-4	104	96	0	96	94	94
33	COCC(C)NC(=O)c1ccccc1OC(C)=O (centres undefined)	20	2	99	99	-1	102	102	103
34	Cc1ccccc1-c1cc(C(=O)NCc2ccc(OC(F)(F)F)cc2)n(CC2CC(c3cccnc3)=NO2)n1 (centres undefined)	0	2	104	102	.	107	105	98
35	O=C(CC(c1ccccc1)c1ccccc1)NCCOCc1ccccc1	1	9	104	103	-15	88	103	97
36	CN1CCN(Cc2nc(Cc3ccccc3)no2)CC1c1ccccc1 (centres undefined)	2	3	102	103	22	102	107	96
37	CC12C=CC3(CN(Cc4ccccc4)C(=O)C3C1C(=O)NC1CC1)O2 (centres undefined)	2	-1	105	105	3	104	108	116
38	[O-][n+]1onc2c1CCc1c-2nc(-c2ccccc2)n1OCc1ccccc1	0	6	107	106	-1	103	102	103
39	COc1ccccc1CCNC(=O)C(=O)c1cn(CC(=O)N2CCCC2)c2ccccc12	0	11	100	99	10	104	100	103
40	COCCCNC(=O)c1cc(=O)n(Cc2ccc(Cl)cc2)c2ccccc12	1	2	100	98	-19	103	103	97
41	CN(C)c1ccc(/C=N/NC(=O)c2ccnn2C)cc1	0	18	111	100	-2	94	100	98
42	Cc1cccc(N2CCN(Cc3cn(C)nc3-c3ccccc3F)CC2)n1	0	8	100	105	26	96	99	99
43	Cc1ccc2[nH]c(=O)c(C(c3nnnn3C(C)(C)C)N(Cc3ccco3)CC3CCCO3)cc2c1 (centres undefined)	1	10	103	96	22	97	100	101
44	COC(=O)c1ccc(N2C(=O)c3cc(N4CCOCC4)c([N+](=O)[O-])cc3C2=O)cc1	1	5	100	100	21	90	94	96
45	CC(C)N=C(NS(=O)(=O)c1cccs1)c1ccccc1	1	-21	97	93	-12	104	102	95
46	CCC(=O)N1CCc2cc(S(=O)(=O)CCC(=O)Nc3ccc(C)cn3)ccc21	0	17	104	104	15	89	103	107
47	CCN(CC)C(=O)CSc1nnc(-c2cnccn2)n1-c1ccc(C)cc1	0	-5	103	101	-3	106	103	100
48	Cc1ccc(-n2ncc3c2CCCC3NC(=O)c2ocnc2C)cc1C (centres undefined)	1	10	96	102	-2	98	99	100
49	CCCCCc1c(C)nc(Nc2ccc(F)cc2)[nH]c1=O	0	-6	104	101	4	99	102	99
50	COc1ccc(OC)c2[nH]c(=O)c(CCNC(=S)NC(C)(C)C)cc12	0	0	102	102	1	93	97	103

# An excerpt taken from the entries so far:
item	smiles	GRK2 inh	VLA-4 inh	MEP2-GFP yeast	RPL19A TOR yeast	GASC-1 inh	LAP4-GFP MLPCN	AGP1-GFP MLPCN	CIT2-GFP yeast
31	O=C(Nc1nccs1)C1Cc2ccccc2CN1S(=O)(=O)c1ccc(F)cc1 (centres undefined)	2	4	104	100	0	89	105	104
32	N#C/C(C(=O)Oc1ccccc1)=C1\C=CC=CN1	2	-4	104	96	0	96	94	94

# Other records follow:
item	smiles	GRK2 inh	VLA-4 inh	MEP2-GFP yeast	RPL19A TOR yeast	GASC-1 inh	LAP4-GFP MLPCN	AGP1-GFP MLPCN	CIT2-GFP yeast
51	CCOc1ccc(-c2nnn(CC(=O)Nc3cc(OC)ccc3OC)n2)cc1OCC	1	-15	94	95	13	91	98	95
52	N#Cc1ccc(OCC(=O)N2CCc3ccccc32)cc1	2	19	93	95	-2	96	95	89
53	C=CCn1c(SCC(=O)NCc2ccc3c(c2)OCO3)nnc1C1CCCCC1	4	1	98	103	-3	100	103	94
54	COc1ccc(C2CC(c3ccccc3)Nc3ncnn32)cc1 (centres undefined)	1	7	103	99	-19	104	103	100
55	CCCCCCCC/C=C\CCCCCCCC(=O)NCCO	2	-2	96	102	0	103	84	82
56	COc1ccc(CCNC(=O)C2CCN(c3ccc(N4CCOCC4)nn3)CC2)c(OC)c1	0	-5	93	100	-9	93	94	89
57	Cc1cccn2c(=O)c3cc(C#N)c(=NC(=O)c4cccnc4)n(CC4CCCO4)c3nc12 (centres undefined)	0	-9	112	97	4	106	88	103
58	O=S(=O)(c1ccc(F)cc1)N1CCn2c(nc3ccccc32)C1	1	3	93	98	-4	108	104	107
59	COc1cccc(C(c2nnnn2Cc2ccccc2)N2CCN(C(=O)c3ccco3)CC2)c1OC (centres undefined)	0	-10	104	98	-9	98	100	106
60	CNC(=S)Nc1cc(C)ccc1OC(F)F	0	11	93	91	-1	91	92	95
61	COc1ccc(CNC(=O)COC(=O)CCCOc2ccc(Cl)cc2Cl)cc1	1	-11	96	99	9	102	93	88
62	C/C=C/c1ccc(Oc2nnnn2-c2ccc(C(=O)O)cc2)c(OC)c1	0	-8	111	101	11	99	102	99
63	CC(C)(C)C(=O)Nc1ccc(-c2cc3cc(Cl)ccc3o2)cc1	0	-2	97	95	-21	112	101	96
64	Cc1ccc(S(=O)(=O)Nc2ccc3nc(C)sc3c2)c(C)c1	0	-14	94	91	7	97	89	83
65	CCOc1ncccc1C(=O)Nc1cccc(S(=O)(=O)NC2=NCCC2)c1	0	6	89	95	6	91	91	97
66	Cc1noc(C)c1C(=O)NC(C)C1CCCO1 (centres undefined)	8	16	106	99	-3	100	105	98
67	c1ccc(OCCCn2ccnc2)cc1	0	2	102	101	0	90	95	98
68	CCOC(=O)/C(C#N)=C/c1cn(CCC(=O)O)nc1-c1cccc(Cl)c1	0	31	94	94	-5	88	94	89
69	Cc1cc(C)c(S(=O)(=O)N(CC(=O)N2CCOCC2)C2CCCCC2)c(C)c1	1	-14	106	102	-3	102	108	103
70	O=C(CCC(=O)N1CCCCC1)Nc1nnc(C2CCCCC2)s1	4	11	107	99	-4	104	103	102
71	CCOC(=O)c1c(N)sc2c1CCCC2=O	0	31	98	96	-7	100	92	92
72	O=C(NC1CCCN(Cc2ccc(Cl)cc2)C1)c1ccccc1C(F)(F)F (centres undefined)	1	9	103	103	-7	92	100	103
73	CCOc1ccccc1N1CCN(C(=O)c2cc(-c3cccnc3)nc3c(Cl)cccc23)CC1	2	6	115	101	7	101	98	103
74	Cc1cc(N2C(=O)C(O)=C(C(=O)c3cccs3)C2c2cccc(O)c2)no1 (centres undefined)	1	0	101	96	3	101	95	108
75	COc1ccc([N+](=O)[O-])cc1N(CC(=O)NCC1CCCO1)S(C)(=O)=O (centres undefined)	1	15	111	107	-16	100	106	112
76	Cc1ccc(NC(=O)C2COc3ccccc3O2)nc1 (centres undefined)	0	2	107	102	1	111	104	102
77	Cc1cccn2c(=O)c3cc(C(=O)N4CCCCC4)sc3nc12	1	-5	98	91	-5	93	79	79
78	Cc1cc(C)c2c(CN3CCN(CCO)CC3)cc(=O)oc2c1	0	6	102	103	-2	104	104	103
79	Cc1ccc(S(=O)(=O)NNC(=O)C2CCCCC2)cc1	1	-2	102	103	1	96	99	96
80	CC1CC2(CC(C)(C(=O)CSc3n[nH]c(-c4ccccc4Cl)n3)OC2=O)C(=O)O1 (centres undefined)	3	6	96	96	11	97	100	95
81	Cc1ccc(SC(c2ccc(C)cc2)C(Cn2cncn2)C(=O)c2ccccc2)cc1 (centres undefined)	0	-8	92	90	3	90	92	92
82	O=C1Nc2cc(Cl)c(Cl)cc2N(O)N1c1cccc(Cl)c1	8	36	107	105	-7	102	108	102
